# SRC3 TRFRET art = TR-FRET artefact, counter-screen to PPARgamma/SRC-3 agonist assay; PPARgamma/SRC-3 format; active compounds read high; TR-FRET ratio at 8 µM; 0.39% of 99,000 active; in the data active = TR-FRET ratio above about 2000; also: inactives centre near 1600; reference of the scale not given here
# SRC1 TRFRET art = TR-FRET artefact, counter-screen to PPARgamma/SRC-1 agonist assay; TR-FRET detection artefact counter-screen, emission ratio; active compounds read high; TR-FRET ratio at 8 µM; 0.34% of 99,000 active; AID 1051; in the data active = TR-FRET ratio above about 2300; also: inactives centre near 1800; reference of the scale not given here
# Active calls of the source: *.
SMILES,SRC3 TRFRET art,SRC1 TRFRET art
Cc1ccc(N(C(=O)C2CCCO2)C2C=CS(=O)(=O)C2)cc1Cl (centres undefined),1404,1849
O=C(Nc1ccc(F)cc1)c1nn(-c2ccccc2)c(=O)cc1Cl,1483,1684
COc1cccc(C(=O)c2sc(NC(C)C)nc2N)c1,1595,2023
O=C(OCCN=C1NS(=O)(=O)c2ccccc21)c1cccs1,1313,1667
COC(=O)CN1C(=O)N/C(=C/c2ccc(C)o2)C1=O,1736,1778
COc1ccccc1NCC(=O)N/N=C(\C)c1ccc(Br)s1,1730,1596
Cc1ccccc1CN(c1ccc(C(=O)NCc2ccccn2)cc1)S(C)(=O)=O,1544,1870
NC(=O)C1CCN(S(=O)(=O)Cc2ccccc2Cl)CC1,1349,1589
CCOc1cccc(/C=N/N2C(=O)CSC2=S)c1O,1678,2014
COc1cccc(/C=N/NC(=O)C(C)n2nc(C)c([N+](=O)[O-])c2C)c1O (centres undefined),1499,1921
Cc1nc2ccc3nc(NC(=O)C4COc5ccccc5O4)sc3c2s1 (centres undefined),1596,2035
C=CCOC(=O)C1=C(C)N=C2SCCC(=O)N2C1/C=C/c1ccccc1 (centres undefined),1468,1834
COc1cc(C=C2C(=O)c3ccccc3C2=O)cc(OC)c1OC,1535,1960
CCOC(=O)N1CCN(C(=O)/C(=C/c2cccs2)NC(=O)c2cccs2)CC1,1404,1586
CCCCc1cc(=O)oc2cc(OCC(=O)N(CC)CC)c(Cl)cc12,1684,1773

# Reprinted from the part before: four compounds; new compounds follow.
SMILES,SRC3 TRFRET art,SRC1 TRFRET art
C=CCOC(=O)C1=C(C)N=C2SCCC(=O)N2C1/C=C/c1ccccc1 (centres undefined),1468,1834
COc1cc(C=C2C(=O)c3ccccc3C2=O)cc(OC)c1OC,1535,1960
CCOC(=O)N1CCN(C(=O)/C(=C/c2cccs2)NC(=O)c2cccs2)CC1,1404,1586
CCCCc1cc(=O)oc2cc(OCC(=O)N(CC)CC)c(Cl)cc12,1684,1773
CCOc1ccc(C(=O)NC(=S)Nc2cccc(NC(=O)c3ccco3)c2)cc1[N+](=O)[O-],1600,1794
O=C(CN1CCOCC1)NNC(=S)Nc1ccccc1,1404,1690
CC(C)CCOCC(O)CCC(=O)NNC(=S)Nc1ccccc1 (centres undefined),1607,1861
Cc1cc(NC(=O)c2ccccc2)n(-c2nc3ccccc3[nH]2)n1,1461,1606
CCOC(=O)c1cc2c(=O)n3ccccc3nc2n(Cc2ccco2)c1=NC(=O)c1cccc(OC)c1,1478,1794
CCCNCC1C(Oc2ccc(Cl)cc2Cl)C(=O)N1c1cccc(C)c1C (centres undefined),1614,1606
CCOC(=O)C1CCN(C(=O)CSCCSCC(=O)N2CCC(C(=O)OCC)CC2)CC1,1398,1735
CCC(C)NC(=O)CC(c1ccccc1)c1cc(C)ccc1O (centres undefined),1523,1979
CCc1ccc(-c2csc(-c3c[nH]c4ccccc34)n2)cc1,1494,1666
COC(=O)[C@@]1(Cc2ccc(F)cc2)[C@H]2c3cc(C(=O)N(C)C)n(Cc4c(CO)[nH]cc(C)c4=O)c3C[C@H]2CN1C(=O)c1ccccc1,1559,1836
COc1ccc(/C=C/c2nc(-c3ccccc3O)n(-c3ccccc3)n2)cc1,1556,1657
COc1ccc(OC)c(-n2c(=S)[nH]c3cc(C(=O)N4CCN(c5ccccc5)CC4)ccc3c2=O)c1,1478,1466
NC(=O)c1sc2cc(C(F)(F)F)cnc2c1-c1ccccc1,1526,1626
COC(=O)NC(NC(=S)Nc1cccc(C)c1)C(Cl)(Cl)Cl (centres undefined),1770,1924
Cc1cc(Oc2ccc(=O)n(C)n2)nc(SCc2ccccc2)n1,1666,2025
CCC(=O)Nc1ccc(C(=O)NNC(=O)c2ccccc2)cc1,1562,1641
O=C(NC1CCCC1)C1c2ccccc2C(=O)N1CCCN1CCOCC1 (centres undefined),1567,1668
Cc1cc(=O)[nH]c(N/N=C/c2ccccc2C(F)(F)F)n1,1657,2119
Cc1ccc(N2CCN(/N=C/c3c(C)nn(-c4ccccc4)c3Cl)CC2)cc1,1521,1436
Fc1cccc(C2CC(c3cccc(Br)c3)Nc3nnnn32)c1 (centres undefined),1614,1726
Cc1cccc(Cc2nnc(CCC(=O)N(C)C3CCOC3)o2)c1 (centres undefined),1611,1877
COc1ccc(Cc2c(O)nc(SCC(=O)c3ccc(OC)cc3)[nH]c2=O)cc1,1645,1903
COc1ccccc1NC(=S)N1CCN(C(=O)C2CCCO2)CC1 (centres undefined),1735,1886
COc1ccc(C2=NN(CCC(=O)NCc3ccc4c(c3)OCO4)C(=O)CC2)cc1,1621,1561
O=C(CSc1ccc([N+](=O)[O-])cc1)Nc1cccc(S(=O)(=O)Nc2ccccc2F)c1,1785,1784
CCNC(=S)NNc1nc(N2CCCCC2)nc(N2CCOCC2)n1,1662,1542
CC(NC(=O)Nc1ccccc1F)C(C)(C)C (centres undefined),1679,1922
OCC1CCCN(C2CCN(Cc3nc(Cc4cccc(C(F)(F)F)c4)no3)CC2)C1 (centres undefined),1477,1795
Cc1ccc(C(=O)Nc2ccc(C(=O)N3CCCCC3C)cc2)cc1 (centres undefined),1481,1717
COc1ccc(NC(=O)c2ccc(Cn3cc(Cl)cn3)cc2)cc1,1532,1911

# Part of the list above, set out differently.
# Each structure is followed by: SRC3 TRFRET art	SRC1 TRFRET art
> Cc1cc(=O)[nH]c(N/N=C/c2ccccc2C(F)(F)F)n1
  1657	2119
> Cc1ccc(N2CCN(/N=C/c3c(C)nn(-c4ccccc4)c3Cl)CC2)cc1
  1521	1436
> Fc1cccc(C2CC(c3cccc(Br)c3)Nc3nnnn32)c1 (centres undefined)
  1614	1726
> Cc1cccc(Cc2nnc(CCC(=O)N(C)C3CCOC3)o2)c1 (centres undefined)
  1611	1877
> COc1ccc(Cc2c(O)nc(SCC(=O)c3ccc(OC)cc3)[nH]c2=O)cc1
  1645	1903
> COc1ccccc1NC(=S)N1CCN(C(=O)C2CCCO2)CC1 (centres undefined)
  1735	1886
> COc1ccc(C2=NN(CCC(=O)NCc3ccc4c(c3)OCO4)C(=O)CC2)cc1
  1621	1561

# Continued:
SMILES,SRC3 TRFRET art,SRC1 TRFRET art
CCCOC(=O)Nc1nc(-c2ccc(C)cc2)c(C)s1,1626,1863
CS(=O)(=O)N1CC2CCCN2c2cc(C(F)(F)F)ccc21 (centres undefined),1811,1911
O=[N+]([O-])c1cc(-c2nnc(N3CCOCC3)c3ccccc23)ccc1N1CCOCC1,1518,1769
CCN(CC)S(=O)(=O)c1ccc2oc(C(=O)N3CCc4ccccc4C3)c(C)c2c1,1651,1788
Cc1noc(C)c1COc1ccc(C(=O)O)cc1,1637,1809
COC(=O)[C@@H]1C[C@H]1[C@@H](NS(=O)(=O)c1ccccc1)c1ccccc1,1468,1775
O=S(=O)(c1ccc2nc(COc3ccccc3)[nH]c2c1)N1CCOCC1,1677,1552
CCN1CCCC1CNC(=O)C(=O)Nc1ccccc1 (centres undefined),1615,1804
CCCCNC(=O)Cc1c(OC)ccc2cc(Br)ccc12,2008,1941
Cc1nnc(SCc2nnc(-c3cccs3)o2)n1C1CCCCC1,1409,1729
Cc1cccc(C)c1OCC(O)CN1CCCCC1 (centres undefined),1333,1685
CCC(=O)N=c1sc2ccccc2n1-c1ccccc1,1573,1679
CN(C)S(=O)(=O)c1cccc(NC(=O)c2cncc(Br)c2)c1,1566,1636
COc1cc2[nH]c(=O)n(Cc3ccc(C(=O)NC4CCN(Cc5ccccc5)CC4)cc3)c(=O)c2cc1OC,1702,1995
Cc1ccc(NC(=S)c2ccc(N(C)C)cc2)cc1,1680,1924
CCN(C(=O)c1nn(-c2ccc(OC)cc2)c(=O)c2c1c1ccccc1n2C)c1ccc(OC)cc1,1566,1820
O=C(O)c1ccc(S(=O)(=O)c2ccc3c(c2)C(=O)N(NC(=O)c2ccc(O)cc2)C3=O)cc1,1504,1894
CCCCc1ccc(N=N/C(C(=O)Nc2cc(OC)c(NC(C)=O)cc2OC)=C(/C)O)cc1,1635,1648
O=C(Cn1cnc2ccccc21)Nc1ccc(SC(F)F)cc1,1737,2000
COc1cc(Cl)c(C)cc1NC(=O)CSc1ccc(NC(C)=O)cc1,1535,1780
COc1ccc(CNC(=O)C2CCCN2CCc2ccccc2)cc1OC (centres undefined),1471,1858
Cc1c(CCOC(=O)C23CC4CC(CC(C4)C2)C3)sc[n+]1Cc1ccccc1,1508,1890
CCOC(=O)Cn1c(=NC(=O)c2ccc([N+](=O)[O-])s2)sc2ccccc21,1517,1793
Cc1ccc(SCC(=O)NC(=O)Nc2ccc3c(c2)OCCO3)cc1C,1657,1878
Cc1ccc(NC(=O)NC(=S)NC(=O)c2ccccc2)cc1,1652,1880
O=C(COC(=O)c1ccccn1)Nc1ccc2c(c1)OCO2,1412,1627
Cc1ccc2[nH]c3c(c2c1)CN(C(=O)CN1CCCc2ccccc21)CC3,1612,2095
COc1ccc(C2(c3ccc(OC(C)=O)cc3OC(C)=O)CC(c3ccccc3)NC(=S)N2)cc1 (centres undefined),1701,2039
O=C(COc1ccccc1)N1CCN(C(=O)c2ccc([N+](=O)[O-])cc2)CC1,1587,1790
CC(=O)c1ccc(-c2ccc(Cn3c(C)nc4cc(N)c(C)nc43)cc2)cc1,1546,1583

# Retrieved one by one from the entries so far:
SMILES,SRC3 TRFRET art,SRC1 TRFRET art
O=C(COC(=O)c1ccccn1)Nc1ccc2c(c1)OCO2,1412,1627
O=C(COc1ccccc1)N1CCN(C(=O)c2ccc([N+](=O)[O-])cc2)CC1,1587,1790

# The results go on:
SMILES,SRC3 TRFRET art,SRC1 TRFRET art
CC1=C(C)CC(C(=O)NNC(=O)c2csc(C)c2C)C(C(=O)O)C1 (centres undefined),1703,1956
Cc1cc[n+](-c2[nH]c(=O)sc2/C=N/NC([S-])=Nc2ccccc2)cc1C,1648,1917
O=C1CC(Sc2ncccc2C(=O)O)C(=O)N1 (centres undefined),1455,1774
CCNc1nc(NCC)n2c(SC(C(=O)Nc3cc(Cl)cc(Cl)c3)c3ccccc3)nnc2n1 (centres undefined),1566,1752
COc1ccc2c(-c3ccccc3)cc(SCC(=O)N(C)C3CCS(=O)(=O)C3)nc2c1 (centres undefined),1602,1973
COc1ccc(NC(C)C(=O)N/N=C/c2ccccc2OCc2cccc(Br)c2)cc1 (centres undefined),1450,1922
CC(C)Oc1cccc(C(=O)C2CCCN(Cc3cnn(C(C)C)c3)C2)c1 (centres undefined),1525,2014
O=C(CCc1nc2ccccc2[nH]1)Nc1ccccc1F,1310,1841
S=C1NCCNC(=S)NCCOCCOCCN1,1594,1652
Nc1cc(=O)[nH]c(N2CCN(c3ccccc3)CC2)n1,1340,1868
Cc1ccccc1C(=O)N/N=C1/SCC(=O)N1Cc1ccccc1,1519,1589
Cc1ccc(CNC(=O)Cc2ccc(-n3c(=O)[nH]c4ccsc4c3=O)cc2)cc1,1502,1674
O=[N+]([O-])c1ccc(N/N=C\c2cccnc2)nc1,1535,1510
Cc1ccnc(NS(=O)(=O)c2ccc(NC(=O)COc3ccccc3)cc2)n1,1435,1912
CCCCC[n+]1cccc2c3ccccc3ccc21,1414,1527

# One compound at a time (already shown):
# Entry for Cc1cc(Oc2ccc(=O)n(C)n2)nc(SCc2ccccc2)n1 : SRC3 TRFRET art: 1666; SRC1 TRFRET art: 2025
# Entry for CCCOC(=O)Nc1nc(-c2ccc(C)cc2)c(C)s1 : SRC3 TRFRET art: 1626; SRC1 TRFRET art: 1863

# More compounds follow:
SMILES,SRC3 TRFRET art,SRC1 TRFRET art
COc1ccccc1NC(=O)C/C(C)=N/NC(=O)C12CC3CC(CC(C3)C1)C2,1632,1780
COc1ccc(N2CCN(C(=O)Cn3c(=O)[nH]c4ccsc4c3=O)CC2)cc1,1579,1592
CCCCN1C(=O)/C(=C/C=C2/C=Cc3ccccc3N2CC)SC1=S,1635,1973
CC(Sc1n[nH]c(N)n1)C(=O)Nc1cccc(S(=O)(=O)N2CCOCC2)c1 (centres undefined),1640,1907
COc1cc(/C=N/NC(=O)C(C)Nc2n[nH]c(=O)[nH]c2=O)cc(OC)c1O (centres undefined),1579,1858
COc1ccc(NC(=O)CC2(CC(=O)O)CCCC2)cn1,1656,1887
COc1ccccc1NC(=S)N(Cc1ccco1)Cc1cc2cc(C)c(C)cc2[nH]c1=O,1687,1839
Cc1cccc(/N=C/c2c(O)cc(C)oc2=O)n1,1518,1755
CCC(=O)NNC(=S)NC(=O)c1ccc(C)cc1,1638,1601
COc1cc(/C=C/C(=O)OCC(=O)Nc2ccc3c(c2)OCCO3)ccc1O,1532,1821
CCNS(=O)(=O)c1ccc(CCC(N)=O)cc1,1443,1779
COc1cccc(CN(C)CC(=O)NNC(=O)c2ccc(Cl)cc2)c1,1452,1884
CCOc1ncccc1C(=O)OCc1cccc([N+](=O)[O-])c1,1234,1233
CC(NC(=S)N1CCOCC1)c1ccccc1 (centres undefined),1742,1763
Nc1c(C(=O)NC2CC2)sc2nc3c(c(-c4ccco4)c12)CC/C3=C/c1ccco1,1669,1739
CNc1c(N=Cc2cccnc2)c(=O)n(C)c(=O)n1C,1437,1729
CCC(NC(=O)NCCCn1ccnc1)(C(F)(F)F)C(F)(F)F,1630,1792
COc1ccc(-n2c(=S)[nH]c3sc4c(c3c2=O)CCc2ccccc2-4)cc1,1558,1738
O=C(c1ccccc1F)N1CCN(C2CCC(c3ccccc3)CC2)CC1 (centres undefined),1734,1954
Cc1cc(Oc2ccc3ccccc3c2)nc(SCC(=O)c2ccccc2)n1,1767,1805
C/C(=N\Nc1ccc(S(=O)(=O)N2CCOCC2)cc1[N+](=O)[O-])C(C)C,1485,1747
COc1cccc(C(C)NC(=O)Nc2ccccc2Cl)c1 (centres undefined),1392,1387
Cc1ccc2nc(-c3ccccn3)c(NC3CCCC3)n2c1,1464,2173
Cc1ccc(S(=O)(=O)/C(=C/Cl)NC(=O)c2ccccc2)cc1,1714,1602
O=C(NCc1ccc2c(c1)OCO2)c1ccc2c(c1)N(Cc1c(F)cccc1Cl)C(=O)CS2,1495,1805
CC(C)(C)C(=O)Nc1nnc(SCC(=O)NCc2ccco2)s1,1616,1972
CCN(c1ccccc1)S(=O)(=O)c1ccc(OC)c(NC(=O)CN(C)C)c1,1389,1540
CCOc1cc(-c2c(C#N)c(N)nc3c2CCCC3)ccc1O,1416,1648

# Assay outcomes (PubChem)

# The list is partial; rates above refer to the full screens.
